IDE act: human IDE activators in live cells, primary screen, fluorescence polarization, HEK cells, FAbeta-B substrate; Insulin-degrading enzyme (Homo sapiens), P14735; FAbeta-B cleavage; 0% vehicle, 100% cell-free pure enzyme wells; activation, % at 5.96 µM; 0.073% of 340,000 active;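 active = activation above the mean of all tested compounds plus 3 SD, set per screening campaign, cut at about 17% in these data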
IMP-1 inhibitor: IMP-1 metallo-beta-lactamase inhibitors, primary screen, biochemical, epi-absorbance readout, Pseudomonas aeruginosa enzyme | metallo-beta-lactamase IMP-1 (Pseudomonas aeruginosa) | inhibition, % at 5.6 µM | AID 1556, 2009 | purified IMP-1, nitrocefin hydrolysis, epi-absorbance fluorescence | 0.45% of 290,000 active;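 active = inhibition above the mean plus 3 SD of all compounds in the same screening run, cut at about 4.5% in these data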;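 note: 0% = IMP-1 with DMSO and 100% = DMSO wells lacking enzyme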
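System – purified recombinant IMP-1 beta-lactamase · Input – IMP-1 dispensed at 0.2 nM · Timing – 15 min preincubation plus 25 min reaction at 25 °C · Signal – Epi-absorbance fluorescence, 480 nm excitation, 530 nm emission · Measure – percent IMP-1 inhibition derived from blank-referenced optical density · Controls – Enzyme-plus-DMSO low control, enzyme-free DMSO high control · Replication – singlicate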
PHOSPHO1 block: PubChem AID 1565; recombinant PHOSPHO1, absorbance phosphatase assay; inhibition, % at 13.3 µM; 1.1% of 290,000 active; in the data active = inhibition above about 60%
Target sequence (Q8TCT1 whole entry, looked up): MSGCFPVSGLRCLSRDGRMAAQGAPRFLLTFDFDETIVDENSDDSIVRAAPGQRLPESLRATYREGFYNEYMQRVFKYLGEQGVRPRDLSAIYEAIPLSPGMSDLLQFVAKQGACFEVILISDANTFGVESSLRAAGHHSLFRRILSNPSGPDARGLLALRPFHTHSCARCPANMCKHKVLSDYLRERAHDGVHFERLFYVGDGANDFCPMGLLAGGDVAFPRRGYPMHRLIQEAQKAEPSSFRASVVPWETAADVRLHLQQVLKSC
M18AAP inhibitor: PfM18AAP inhibitors, malaria aminopeptidase, primary screen, biochemical, QFRET, recombinant enzyme. M18 aspartyl aminopeptidase (Plasmodium falciparum 3D7). H-Glu-NHMec fluorogenic cleavage. inhibition, % at 7.35 µM. 1.2% of 290,000 active. AID 1822, 2009;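 active = inhibition above the campaign mean inhibition over all tested compounds plus 3 SD, cut at about 28% in these data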;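 note: 0% = plate median of test compound wells and 100% = 2 mM ZnCl2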
GPR7 antagonist: GPR7 receptor antagonists, primary screen, cell-based, fluorescence, single concentration | Neuropeptides B/W receptor type 1 (Homo sapiens), P48145 | GPR7-expressing cells, fluorescence antagonist assay | inhibition, % at 4.4 µM | 1.1% of 290,000 active | AID 1861, 2009; in the data active = inhibition above about 16%, passing the limit was not always enough;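 note: cells stimulated with the agonist NPW; 0% = agonist with vehicle and 100% = vehicle without agonist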
Target sequence (P48145 whole entry, looked up): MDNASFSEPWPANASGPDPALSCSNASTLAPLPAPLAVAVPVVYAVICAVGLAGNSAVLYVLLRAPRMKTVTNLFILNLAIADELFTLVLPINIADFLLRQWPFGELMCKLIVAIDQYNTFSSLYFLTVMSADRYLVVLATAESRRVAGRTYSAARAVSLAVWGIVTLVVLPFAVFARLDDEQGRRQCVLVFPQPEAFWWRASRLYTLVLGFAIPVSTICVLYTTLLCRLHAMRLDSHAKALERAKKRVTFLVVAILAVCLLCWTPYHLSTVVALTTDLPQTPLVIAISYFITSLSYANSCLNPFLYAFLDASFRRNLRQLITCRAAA
IDE cell inh: human IDE inhibitors in live cells, primary screen, fluorescence polarization, HEK cells, FAbetaB substrate. Insulin-degrading enzyme (Homo sapiens), P14735. FAbetaB cleavage. inhibition, % at 5.59 µM. 0.41% of 320,000 active. AID 434962, 2010;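 active = percent inhibition above the average of all tested compounds plus 3 SD, set per screening campaign, cut at about 16% in these data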;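 note: IDE supplied by intact live HEK cells; FP after avidin binding of uncleaved biotin substrate so inhibition keeps polarization high; 0% = DMSO wells and 100% = 60 µM reference IDE inhibitor Ii1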
NALP1 inh: NALP1 inflammasome inhibitors in reconstituted yeast, colorimetric, S. cerevisiae, triplicate retest. 0.61% of 280,000 active. S. cerevisiae NALP1/ASC/caspase-1 growth, X-gal OD620, 72 h. inhibition, % at 10 µM; in the data active = inhibition mostly above about 24%, no sharp cut-off; inactive = mostly below about 32%; note: some compounds called inactive have numbers as strong as hits
VIM-2 inh: VIM-2 metallo-beta-lactamase inhibitors, primary screen, biochemical, epi-absorbance readout, Pseudomonas aeruginosa enzyme; purified VIM-2, nitrocefin hydrolysis, epi-absorbance fluorescence; inhibition, % at 5.6 µM; 0.89% of 290,000 active; AID 1527, 2009;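 active = inhibition above the mean of all tested compounds plus 3 SD, cutoff set per screening run, cut at about 7.5% in these data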;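 note: red hydrolysis product quenches plate fluorescence so inhibitors raise well fluorescence; 0% = enzyme with DMSO and 100% = DMSO without enzyme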
pCIP destab: p/CIP-EGFP fusion destabilizers, primary screen, fluorescence, F442A cells; AID 1984, 2009; decrease of EGFP signal, % at 10 µM; 16 h; Q05BA5; 0.01% of 290,000 active;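 active = EGFP signal decrease of at least 30% at 10 µM or well 3 SD below plate mean, unless failing retest; inactive = the rest, including hits failing retest or dose response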; note: some compounds called inactive have numbers as strong as hits; many of its hits are not listed in these tables
An asterisk follows results filed as active; . = not tested or not shown.

SMILES	IDE act	IMP-1 inhibitor	PHOSPHO1 block	M18AAP inhibitor	GPR7 antagonist	IDE cell inh	NALP1 inh	VIM-2 inh	pCIP destab
CN(CCNC(=O)C1CCN(S(=O)(=O)N2CCOCC2)CC1)CCc1ccccc1	6	-1.4	4	-6	-10	-1	2	-1.9	-8
Cc1cc(C)c2c(n1)SCC(=O)N2CC(=O)Nc1ccc(F)cc1	4	-3.5	39	4	-8	5	3	-2.2	-11
COC(=O)c1c(NC(=O)C2COc3ccccc3O2)sc2c1CCN(Cc1ccccc1)C2 (stereo not drawn)	1	-4.3	2	-2	-2	8	31	-4.2	-13
CCCCOc1ccc2c(c1)/C(=C(\C(Cl)=C(Cl)Cl)[N+](=O)[O-])N2	1	-1.7	-17	3	-7	-4	34	-0.4	10
CCn1c(SCC(=O)Nc2cc(C)on2)nnc1-c1ccc(C)cc1	5	-0.7	40	10	-22	7	-8	-2.1	-11
Nc1nnc(SCCOc2cccc(Br)c2)s1	1	-3.1	4	3	-5	10	-8	-0.5	-17
CCOC(=O)c1c(-c2ccccc2)oc2ccc(OC(C)=O)cc12	-1	-3.4	7	8	-17	2	-4	-3.7	-4
COc1ccc(-c2nn(C)c(=O)c3ccccc23)cc1NS(C)(=O)=O	2	-1.6	17	3	1	-1	-10	5.3	-12
Cc1oc(CSCC2CCCO2)cc1C(=O)O (stereo not drawn)	-2	-5.8	-40	1	-7	0	1	-5.3	9
COc1ccc(C(=O)NC2CC2)cc1OC1CCN(Cc2ccccc2O)CC1	4	-2.3	37	-12	-8	.	3	-1.4	-17
COc1cc(OC)c(OC)cc1CNCCNC(=O)c1ccco1	3	0.0	43	-9	-4	-5	24	-0.9	-8
COc1ccc(C(=O)Oc2c(OC)cc(C(=S)N3CCOCC3)cc2OC)cc1	4	-1.8	30	5	-19	-5	-4	-1.3	0
Cc1ccc(S(=O)(=O)N2c3cc(C)ccc3OCC2C(C)(C)C)cc1 (stereo not drawn)	-5	-1.9	40	-2	-18	-7	34	-1.6	5
Cc1cc2nccc(-c3ccncc3)n2n1	3	1.1	45	-16	-1	10	9	3.0	-10
COc1cc(/C=C2\C(=N)N3N=C(C)SC3=NC2=O)cc(OC)c1OCCOc1ccccc1C	6	-2.0	14	-1	9	4	18	-0.3	5
COc1cccc(C(NC(C)=O)c2ccc3cccnc3c2O)c1 (stereo not drawn)	5	-3.8	45	13	10	2	8	-1.8	-2
CCc1ccccc1NC(=O)NC1CC2CCC(C1)N2Cc1ccco1 (stereo not drawn)	-1	-1.4	29	-6	-9	-8	10	-2.3	14
Cn1c(C(=O)c2ccccc2[N+](=O)[O-])nc2ccccc21	2	-1.2	44	1	5	6	11	0.1	27
CCCCN(C)C(=S)Nc1ccsc1C(=O)OC	3	-2.9	9	1	-6	-4	31	-2.2	-11
NS(=O)(=O)c1ccc(NC(=S)NNC(=O)CCC(=O)Nc2ccccc2Cl)cc1	2	-3.6	-138	-4	-12	-2	13	-6.2	-7

The last 2 compounds of the part above lead into the next:
SMILES	IDE act	IMP-1 inhibitor	PHOSPHO1 block	M18AAP inhibitor	GPR7 antagonist	IDE cell inh	NALP1 inh	VIM-2 inh	pCIP destab
CCCCN(C)C(=S)Nc1ccsc1C(=O)OC	3	-2.9	9	1	-6	-4	31	-2.2	-11
NS(=O)(=O)c1ccc(NC(=S)NNC(=O)CCC(=O)Nc2ccccc2Cl)cc1	2	-3.6	-138	-4	-12	-2	13	-6.2	-7
CSc1nc(-c2ccccc2)cc(C(F)(F)F)c1C#N	5	-2.7	4	-9	-3	2	8	-3.5	-4
CCOC(=O)C1=C(C)N(C)C(=O)NC1c1c(C)nn(-c2ccccc2)c1C (stereo not drawn)	-2	-2.8	6	1	-10	1	-14	-0.8	-6
Cc1ccc(OCc2nnc(SCC(=O)NCc3ccccc3)n2C)cc1	0	-1.8	6	-3	-4	2	-6	-1.5	-12
CN(Cc1ccc(O)cc1)C1CCCCC1	-1	1.1	-5	-4	-4	-4	-5	0.7	-9
CC(=O)Nc1ccc(NC(=O)c2cccc(C(=O)OC(C)C)n2)cc1	1	-2.5	-35	3	-10	1	13	-2.9	4
CN1CCC/C1=C/C=C1\SC(=S)NC1=O	-72	-2.4	-8	22	-2	76*	11	2.5	-76
CC(C)Oc1ccc2c(c1)OC(c1ccccc1)(C(F)(F)F)NC2=O (stereo not drawn)	0	-3.3	9	4	-15	1	26	0.2	7
COc1ccc(S(=O)(=O)n2nc(OC(=O)c3ccccc3)cc2N)cc1	0	-0.5	7	-2	8	0	16	-0.7	1
CCn1cc(CCC(=O)NC2CCCC2)c2ccccc21	-3	-3.8	46	-2	-5	3	14	-1.3	-4
CN(C)CCNC(=O)C(=O)NCC1OCCN1S(=O)(=O)c1ccc([N+](=O)[O-])cc1 (stereo not drawn)	1	-1.2	1	-15	-8	1	16	-0.3	-17
CN(CC(=O)Nc1cccc(S(=O)(=O)NC2=NCCCCC2)c1)Cc1ccc(C(C)(C)C)cc1	4	-2.2	48	5	-14	2	4	-0.8	6
CCC(C)NC(=O)CN(c1ccc(Cl)c(Cl)c1)S(C)(=O)=O (stereo not drawn)	1	-2.5	20	-9	8	-1	-11	-2.7	-12
O=C(Nc1nc(-c2ccccc2)cs1)c1cccs1	0	-2.7	30	6	-18	-3	-66	-3.6	3
CCOC(=O)c1c(NC(=O)c2ccn(CC)n2)sc2c1CCCC2	3	-2.4	45	1	-7	-1	12	-4.7	3
Cc1ccc(CNC(=O)C2CCN(S(=O)(=O)N3CCCC3)CC2)cc1	3	-2.4	47	2	-8	1	6	-2.7	-3
N/C(=N\c1nc2ccccc2o1)NC(=O)/C=C/c1ccccc1	0	-3.1	19	-13	-11	3	11	-0.1	-18
Cc1ccccc1S(=O)(=O)Cc1ccc(C(=O)NCCN(C)Cc2ccccc2)o1	4	-0.7	50	-3	-2	-3	27	0.4	0
COc1cc(OC)cc(C(=O)N2CCN=C2SCc2cccnc2)c1	3	-0.9	-5	2	2	1	7	-0.1	4
C/C(=C\C(=O)c1ccccc1)NNC(=O)c1ccc(Cl)cc1	5	-3.4	19	13	-5	-3	2	-4.4	-4
CCCCOc1ccc(C(=O)Nc2ccc(CN3CCOCC3)cc2)cc1	-9	-2.5	41	1	-18	.	15	-2.0	-7
Cc1cccc(N2Cc3ccccc3C2=NC(=O)c2ccc(Cl)nc2)c1	5	-4.5	-4	-1	-4	-1	48	-3.0	-2
O=C(COC(=O)c1ccccc1O)Nc1cccnc1Cl	5	-2.2	-17	-9	-2	1	19	0.2	4
CCC(C)(C)n1nnnc1C(c1ccncc1)N1CCC(C)CC1 (stereo not drawn)	-3	-3.0	-8	2	-3	-1	7	-4.2	11
Cc1ccc(CCN2CC(C(=O)NCCC(C)C)CC2=O)cc1 (stereo not drawn)	1	-2.7	38	2	-9	2	12	-4.5	0
CCN(CC)CC(C)OC(=O)c1cc(OC)c(OC)c(OC)c1 (stereo not drawn)	12	-1.0	1	3	-7	-5	8	-1.6	-8
CC(CCc1ccccc1)NC(=S)NC1CCCCC1 (stereo not drawn)	2	-3.2	-27	-12	-3	3	1	-2.0	-6
COCCNC(=O)CSc1nc2nn(-c3ccccc3)c(=O)c-2c2n1CCCCC2	1	-5.1	16	1	-1	6	10	-1.5	2
Cc1ccc(S(=O)(=O)C2(C(=O)Nc3ccc(F)cc3)CC2)cc1	5	1.2	3	-5	-6	-2	5	-2.6	-9
CC(C)(C)c1ccc(C(=O)NCCOc2ccccc2)cc1	-3	-1.2	35	-12	1	-3	16	1.1	-7
Cn1cc(C=C2C(=O)CC(C)(C)CC2=O)c2ccccc21	0	-4.7	3	-1	3	0	26	-4.2	-1
COc1ccc(/C=c2/sc3n(c2=O)NC2(c4ccccc4)N(C)C(=O)N(C)C2(c2ccccc2)N=3)cc1 (stereo not drawn)	0	-4.0	16	-4	-3	1	3	-2.5	-20
COc1ccc(/C=C(\C#N)C(=O)N2COCC2(C)C)cc1	0	-0.8	.	10	3	-2	9	-0.5	1
O=C(c1ccc(-c2ccccc2)cc1)C1CCCN(Cc2ccncc2)C1 (stereo not drawn)	-14	-2.0	41	0	-1	3	21	-2.0	-16
COC(=O)Cc1cc(=O)[nH]c(/N=C(\N)Nc2ccc(C)cc2C)n1	3	-6.1	5	3	1	9	1	-2.1	-2
Cc1c(C)c2c(C)nn(-c3ccccc3)c2[nH]c1=O	7	-2.4	-83	4	-8	-3	2	-1.2	2
O=C1/C(=C/c2ccccc2)SC(=S)N1CC(=O)N1CCCCC1c1cccnc1 (stereo not drawn)	6	-1.6	2	5	-13	3	13	-2.3	-2
O=C(CCNC(=O)C1CCN(S(=O)(=O)c2ccc(F)cc2)CC1)Nc1nccs1	3	-1.3	7	-7	-2	3	13	-4.9	-11
CCn1c(C)c(Br)c(=O)c(C(=O)OC)c1-c1ccc(Cl)cc1	3	-2.1	.	-16	-6	4	12	-1.1	-4
CC(C)(C)NC(=O)/C(=C\c1ccco1)NC(=O)c1ccco1	1	-1.2	28	7	7	.	16	-0.9	4
Cn1cc(CN2CCC(N3CCNC(=O)CC3)CC2)c(-c2ccccc2F)n1	5	-1.6	37	0	-2	-13	22	-1.9	-23
CC(C)c1onc(C(=O)NCc2ccccc2)c1[N+](=O)[O-]	3	-2.9	-7	9	-14	-3	44	-3.1	-18
O=C(NC1C/C(=N/O)c2cc3c(cc21)OCO3)C(F)(F)F (stereo not drawn)	1	-1.3	16	-1	-6	1	5	0.4	4
COc1ccc(CNC(=O)CCC(=O)N2CCN(C(C)=O)CC2)cc1	3	-3.5	23	3	-3	2	6	-1.4	6
Cc1ccc2c(c1)N(C(=O)CCC(=O)NCc1cccnc1)CCO2	4	-2.0	15	-12	1	-4	4	-0.4	6
O=C1COc2ccc(S(=O)(=O)N3CCC(C(=O)NCc4ccccc4)CC3)cc2N1	4	-0.1	15	-2	-5	-2	14	-0.9	-12
C=CCSc1nc2ccccc2n1C(=O)/C=C/c1cc(OC)c(OC)c(OC)c1	0	-1.1	16	-13	2	6	4	0.9	-12
COc1ccc(OC)c(NC(=O)CCN2CCN(c3ccccc3F)CC2)c1	0	-6.5	3	0	-14	2	32	-7.4	-2
CCOc1cc(NC(=O)c2ccco2)c(OCC)cc1NC(=O)c1ccco1	-2	-3.3	42	5	1	1	4	-1.8	-1
COc1ccc(CCNC(=O)CCSc2nc(-c3ccco3)cc(C(F)(F)F)n2)cc1	3	-2.0	-14	-2	-8	6	35	-2.4	1
Cc1cc(C)c2c(C)c(C(=O)NCc3ccc(S(N)(=O)=O)cc3)oc2c1	7	-3.5	48	-11	-8	-1	10	1.8	14

Shown as a hit in IDE cell inh, of those listed so far:
SMILES	IDE act	IMP-1 inhibitor	PHOSPHO1 block	M18AAP inhibitor	GPR7 antagonist	IDE cell inh	NALP1 inh	VIM-2 inh	pCIP destab
CN1CCC/C1=C/C=C1\SC(=S)NC1=O	-72	-2.4	-8	22	-2	76*	11	2.5	-76
